MT stabilize HCS: stabilizes microtubules in HeLa cells | HeLa tubulin immunostaining HCS, 24 h; share of cells brighter than vehicle mean+2SD | % tubulin-high responders, % at 10 µM | actives 0.83% (n = 200,000) | AID 2205;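 active means plate Z-score above 3 for both tubulin-high and condensed-nucleus cell shares, with cell loss under 80%, at 10 µM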;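 further: anti alpha tubulin signal scored within the nucleus-defined area of each cell; some results filed as inactive read as strong as hits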
Autophagy mod: alters autophagy in cells. actives 0.98% (n = 190,000). MEF GFP-LC3 puncta imaging; test concentration mostly 10 µM. calls only at 10 µM (by protocol);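 active means percentage of spot-positive cells more than 3 SD above its plate mean, without a fluorescence outlier flag or 80% toxicity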;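 further: spot-positive cell cutoff set from DMSO-treated cells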
b-catenin transl: modulators of beta-catenin nuclear translocation | HeLa beta-catenin nuclear translocation, immunofluorescence imaging | actives 0.3% (n = 190,000) | AID 1665 | nuclear translocation activity, % at 5 µM;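 active means nuclear translocation activity above 50% at 5 µM, with a well cell count of 50 or more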;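 further: per-cell ratio of nuclear to cytoplasmic median beta-catenin stain intensity; plate controls were DMSO negative control for no effect and GSK-3 inhibitor IX positive control for full effect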
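Technique: fluorescence imaging of beta-catenin antibody stain plus DAPI / Material: human HeLa cell line / Incubation: compound treatment 24 h, 37°C, 5% CO2 / Read-out basis: % activation of per-cell nuclear versus cytoplasmic median beta-catenin signal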
T cell HTS: T cell immune modulators affecting CD8 T cell-vesicle binding; calls only at 7 µM; AID 2052; actives 0.068% (n = 330,000); 2C CD8+ T cell-vesicle binding, flow cytometry; active compounds read low;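 active means response, share of CD8 T cells binding vesicles, and their 90th percentile fluorescence all below set limits, cut at about 80% in these data, passing the limit was not always enough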
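incubation = binding step 1.5 h, 37 °C, antibody labelling 20 min, ice | test system = 2C mouse CD8+ T cells | read-out basis = percent CD8+ FL2 mean versus row control | controls = Peptide-free naked vesicles (low) and QL9 vesicles with 0.7% DMSO vehicle (high) | detection = flow cytometry of vesicle-bound cells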
Dynein cargo inh: dynein cargo transport inhibition; actives 0.47% (n = 220,000); 3617.4 mouse cells, GR-EGFP nuclear translocation imaging; test concentration mostly 20 µM; stimulated with dexamethasone, 1 µM; active compounds read low; z-score, hits read low;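 active means plate z-score of nuclear minus cytoplasmic receptor signal below a set negative limit, without overly bright fluorescence or cell loss, cut at about -3.5 in these data, passing the limit was not always enough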;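 further: z-score of nuclear minus cytoplasmic ring GR-EGFP intensity difference per well; some compounds called inactive have numbers as strong as hits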
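Buffer or medium – tet-free medium with charcoal-stripped serum · Signal – automated 10x imaging of fixed Hoechst-stained cells · Also added – dexamethasone agonist, 1.0 µM final, for 30 min · Incubation – induction 48 h, compound 1 h, agonist 30 min · Read-out – GR-EGFP nuclear translocation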
M17LAP inhibition: P. falciparum M17LAP inhibitors, primary screen, biochemical, fluorogenic H-Leu-NHMec substrate, 1536-well (AID 1619). actives 0.38% (n = 220,000). inhibition, % at 30 µM, or IC50 in µM where a hit was titrated. recombinant M17LAP, H-Leu-NHMec fluorogenic kinetic assay; higher % means a stronger effect;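 active means compound inhibiting the enzyme by more than half at any dose during confirmatory dose-response retesting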;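 further: plate controls were full reaction with DMSO carrier for no effect and no enzyme background for full effect; strong numbers were not always called active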
P. falciparum M1AAP: P. falciparum M1AAP inhibitors, biochemical, fluorogenic H-Leu-NHMec substrate, 1536-well (AID 1445). one-dose inhibition, % at 30 µM; IC50 in µM for titrated hits. recombinant M1AAP, H-Leu-NHMec fluorogenic kinetic assay; higher % means a stronger effect. actives 0.42% (n = 220,000);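 active means primary inhibition above the hit cutoff, then over 50% inhibition at one or more dose response concentrations, cut at about 23% in these data, passing the limit was not always enough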;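 further: plate controls were DMSO full reaction for no effect and no enzyme background for full effect; strong numbers were not always called active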
Yfh1-depleted yeast: enhancers of respiration in Yfh1-depleted yeast, dose response, Friedreich's ataxia, plus single-dose screen (AID 1465) | actives 0.074% (n = 220,000) | S. cerevisiae Yfh1-off respiration, WST-1 reduction, 72 h; higher fold induction means a stronger effect | one-dose fold induction at 50 µM; EC50 in µM for titrated hits;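 active means fold induction of absorbance versus untreated yeast above a set limit, then at least 30% activation at any dose in follow-up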;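 further: activators that raise dye reduction in frataxin-depleted yeast; strong numbers were not always called active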
WT yeast gro inh: growth inhibition of WT yeast, mitochondrial fusion screen; mitochondrial fusion phenotypic screen, WT strain; inhibition, % at 10 µM; actives 2.1% (n = 190,000); in the data active means inhibition above about 58%; tested in S. cerevisiae
WT yeast gro inh mutant strain: recorded beside WT yeast gro inh, whose call it bears; inhibition, %; mitochondrial fusion phenotypic screen, mutant strain inhibition
Dynein cargo inh cytoplasmic EGFP: second read-out of Dynein cargo inh, no call of its own (marks repeat the call); z-score; measured here: cytoplasmic GR-EGFP intensity; active compounds read high
Dynein cargo inh nuclear GR-EGFP: recorded beside Dynein cargo inh, whose call it bears; z-score; measured here: nuclear GR-EGFP intensity;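 lower value marks the stronger effect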
Dynein cargo inh cell count: further read-out of Dynein cargo inh, marked with its call; z-score; measured here: cell count per field
b-catenin transl cell count 5 µM: recorded beside b-catenin transl, whose call it bears; cell count; measured here: cell count, cytotoxicity flag
T cell HTS vesicle-bound %: also measured in T cell HTS; calls as there; double positive events, %; measured here: CD8+ vesicle-bound cell fraction;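 binding gate set so that unloaded-vesicle control wells show 10% double positive cells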
MT stabilize HCS Hoechst-high %: also measured in MT stabilize HCS; calls as there; % Hoechst-high responders; measured here: nuclear condensation Hoechst responders;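 share of cells brighter than vehicle mean plus two SD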
MT stabilize HCS cytotoxicity %: recorded beside MT stabilize HCS, whose call it bears; toxicity, %; measured here: cytotoxicity by cell density;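 0% = mean cell density of plate MIN control wells and 100% = no cells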
Autophagy mod cell loss 18 h: further read-out of Autophagy mod, marked with its call; toxicity, %; measured here: cell loss, nuclei count;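 cell loss after 18 h compound exposure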
* marks the source's active call; other numbers are inactive results; i = inactive; nt = not tested or not shown.

SMILES | MT stabilize HCS | MT stabilize HCS Hoechst-high % | MT stabilize HCS cytotoxicity % | Autophagy mod | Autophagy mod cell loss 18 h | b-catenin transl | b-catenin transl cell count 5 µM | T cell HTS | T cell HTS vesicle-bound % | Dynein cargo inh | Dynein cargo inh cytoplasmic EGFP | Dynein cargo inh nuclear GR-EGFP | Dynein cargo inh cell count | M17LAP inhibition | P. falciparum M1AAP | Yfh1-depleted yeast | WT yeast gro inh | WT yeast gro inh mutant strain
Cc1cc(C)c2[nH]c(=O)c(=O)[nH]c2c1 | 1.9 | 0.9 | 29.0 | i | 6.6 | -1.1 | 952 | i | 34.7 | -0.693 | 0.0369 | 0.118 | 0.376 | 3.5% | 4.2% | i | -15.1 | -2.2
COc1ccc(-c2noc(COc3ccc4c(c3)OCO4)n2)cc1 | 2.2 | 3.1 | 3.0 | i | 0.7 | nt | nt | i | 44.4 | 1.04 | -0.202 | 0.882 | 0.34 | -2.4% | -1.6% | i | 12.2 | 7.6
CN(C(=O)CSc1nc(C2CC2)nc2ccccc12)c1nc(-c2ccccc2)cs1 | 13.0 | 7.8 | 3.4 | i | 52.8 | -0.5 | 896 | i | 21.5 | 1.32 | -0.0678 | 1.09 | -1.66 | 0.9% | -2.4% | i | -6.0 | 2.4
COc1cc(CN(C)Cc2ccccc2)cc(OC)c1O | 3.8 | 2.6 | 5.7 | i | -7.2 | -5.4 | 1198 | i | 48.6 | -0.506 | -0.227 | -0.29 | 0.646 | 3.4% | 4.5% | i | -0.2 | 0.3
O=C(O)CCCC(=O)Nc1ccc(Oc2ncnc3cc(Cl)ccc23)nc1 | nt | nt | nt | nt | nt | -0.7 | 1101 | i | 38.0 | -0.0539 | -0.233 | -0.103 | 0.694 | -0.3% | 0.5% | i | nt | nt
Cc1occc1C(=O)NNS(=O)(=O)c1ccc(Cl)cc1 | 2.6 | 3.0 | 10.0 | i | 3.9 | -2.4 | 522 | i | 21.2 | -0.284 | -0.298 | -0.504 | 0.544 | 21.5% | 4.1% | i | -15.0 | -23.1
O=C(c1cnc(-c2ccc(Cl)cc2)s1)c1ccc(Cl)cc1Cl | 3.4 | 2.7 | 8.6 | i | -37.5 | nt | nt | i | 26.8 | -0.0591 | -0.237 | -0.652 | 0.252 | -5.9% | 1.7% | i | 73.1* | 12.1*
Fc1cccc(NC(=S)NCc2cccnc2)c1 | 2.4 | 2.7 | 4.7 | i | 4.5 | -4.1 | 1124 | i | 47.5 | -0.0315 | -0.277 | 0.133 | 0.0271 | 1.6% | 5.9% | i | -2.3 | 1.9
CCN(CC)C(=O)CSc1nnc(-c2ccccc2)n1-c1ccccc1 | 4.8 | 3.7 | 5.8 | i | 9.7 | -2.8 | 959 | i | 62.4 | -1.04 | -0.307 | -1.11 | 0.661 | -2.1% | -0.7% | i | -2.9 | 5.4
CS(=O)(=O)NCCSc1cc(C(F)(F)F)nc2ccccc12 | nt | nt | nt | nt | nt | 0.2 | 1345 | i | 30.7 | 0.642 | -0.258 | 0.24 | -0.365 | 0.9% | 0.3% | i | nt | nt
CCCCCCCCCCCCC(NC(C)=O)(C(=O)OCC)C(=O)OCC | nt | nt | nt | nt | nt | -0.1 | 1063 | i | 7.2 | -1.17 | -0.209 | -0.685 | 0.919 | 0.6% | -2.4% | i | nt | nt
Cc1nnc(NC(=O)CSc2ccc3nnc(-c4cccnc4)n3n2)s1 | 4.8 | 2.2 | 3.3 | i | -28.1 | 0.6 | 1036 | i | 34.7 | -0.129 | -0.254 | 0.0681 | 0.0176 | 6.6% | -6.5% | i | 4.0 | 3.2
O=C(CCC1CCCCC1)Nc1cccnc1 | 0.9 | 1.0 | 12.8 | i | 28.6 | nt | nt | i | 36.8 | 2.27 | 0.219 | 1.38 | -1.27 | 12.1% | 1.7% | i | 16.3 | 24.7
COc1cc(C(=O)NCc2ccccc2)cc(Br)c1OC | 3.7 | 3.2 | 5.8 | i | -14.2 | -0.8 | 546 | i | 18.6 | 0.0614 | -0.274 | 0.155 | -0.0477 | 0.6% | -0.7% | i | 12.3 | -17.1
CCOC(=O)c1ccc2c(c1)nc(SCC(=O)N1CCCCC1)n2CC | 2.4 | 1.4 | 2.0 | i | 3.8 | -2.9 | 1094 | i | 41.2 | 2.88 | -0.117 | 1.23 | -1.07 | 2.6% | 2.5% | i | -4.4 | 6.9
C=CC(C)n1c(Br)nc2c1c(=O)[nH]c(=O)n2C (stereo unspecified) | 6.2 | 4.8 | 12.0 | i | 8.2 | -3.1 | 822 | i | 51.5 | -0.665 | -0.291 | -0.188 | 0.646 | 0.9% | -3.9% | i | 0.7 | 0.7
C[C@@H](C(=O)Nc1ccc2ccccc2c1)[C@@H]1C[C@@]1(C)[C@@H](NC(=O)c1cccnc1)c1ccccc1 | 3.2 | 2.6 | 5.0 | i | -17.2 | -4.3 | 555 | nt | nt | 1.06 | -0.275 | 0.804 | 0.333 | 8.0% | 5.2% | nt | -8.2 | -9.0
CN1CCN(/N=C/c2nc(-c3ccc(Cl)cc3)n3ccccc23)CC1 | 2.1 | 4.0 | 9.2 | i | -7.2 | 0.7 | 1048 | i | 38.4 | -0.431 | -0.228 | -0.0192 | 0.332 | 4.9% | 8.1% | i | -2.6 | 1.7
O=C(/C=C/c1ccc(Cl)cc1Cl)N1CCN(c2ccc([N+](=O)[O-])c(N3CCOCC3)c2)CC1 | 2.3 | 4.4 | 7.7 | i | 14.5 | -1.4 | 921 | i | 46.6 | -0.814 | -0.286 | -0.72 | 0.129 | 3.1% | 11.6% | i | 10.4 | -26.5
CS(=O)(=O)N1CCN(Cc2ccccc2C(F)(F)F)CC1 | 1.0 | 1.3 | 6.8 | i | 4.3 | -4.9 | 1106 | i | 11.5 | 3.14 | 0.336 | 1.41 | -1.71 | 1.9% | -1.3% | i | 1.6 | -3.3
O=C1c2oc3ccccc3c(=O)c2C(c2ccccn2)N1Cc1ccccc1 (stereo unspecified) | 3.5 | 1.6 | 9.3 | i | 5.2 | -1.1 | 1065 | i | 40.6 | -0.252 | -0.234 | -0.755 | -0.338 | 7.9% | 2.0% | i | 17.5 | 9.1
O=C(CCCSc1nc2ccccc2c(=O)[nH]1)c1ccccc1 | 4.6 | 2.5 | 4.5 | i | 2.5 | -1.3 | 1085 | i | 11.0 | 0.689 | -0.267 | -0.261 | 0.288 | 3.4% | 1.5% | i | -18.1 | -23.4
O=C(Nc1ccc(F)cc1)c1cccnc1N1CCOCC1 | 1.4 | 1.0 | 33.5 | i | 9.8 | 2.1 | 422 | i | 48.9 | 0.0462 | -0.00933 | 0.174 | 1.37 | 4.0% | 4.0% | i | -18.2 | -2.1
Cc1cccc(N(C(=O)CCC(=O)Nc2cc(C)on2)C(C(=O)NC2CCCC2)c2ccc(C)o2)c1 (stereo unspecified) | 2.0 | 0.4 | 2.9 | i | -21.9 | 0.2 | 985 | i | 63.5 | 2.1 | 0.688 | 2.08 | -1.66 | nt | nt | i | 23.0 | 17.8
COc1ccc(S(N)(=O)=O)cc1C(=O)NCCCN1CCN(c2ccccc2OC)CC1 | 3.1 | 3.0 | 3.9 | i | 11.6 | -3.2 | 562 | i | 7.5 | -0.481 | 0.158 | 0.649 | 0.403 | -3.1% | 7.1% | i | -4.6 | -14.2
Cc1nn(C)c(C)c1NC(=O)Nc1cccc(C(F)(F)F)c1 | 1.2 | 1.1 | 5.7 | i | 1.9 | 0.3 | 1357 | i | 53.2 | -0.199 | -0.187 | -0.206 | 0.0796 | 1.0% | 9.2% | i | -4.2 | -0.5
COc1ccc(OC)c(NC(=O)C2CCCN2C(=O)C2CCC(C)CC2)c1 (stereo unspecified) | 9.1 | 1.2 | 5.2 | nt | nt | 1.4 | 1137 | i | 50.5 | 0.215 | -0.192 | 0.125 | -0.177 | -2.7% | 5.1% | i | 13.6 | 0.5
CC(C)Oc1ccc(CCc2n[nH]c(=S)n2-c2ccccc2)cc1 | 3.1 | 3.0 | 8.6 | i | 8.2 | -2.9 | 1104 | i | 32.1 | -0.0685 | -0.245 | -0.435 | 0.418 | 0.1% | -2.4% | i | -4.4 | -11.6
Cc1cc(C(=O)NP(=O)(N2CC(C)OC(C)C2)N2CC(C)OC(C)C2)c(C)n1C1CC1 (stereo unspecified) | 1.6 | 1.8 | 1.3 | i | 16.6 | 1.2 | 1077 | i | 60.2 | -0.63 | -0.216 | -0.945 | 1.04 | -3.8% | 4.0% | i | -3.2 | -8.8

Single entries from the results shown:
Entry for Cc1nn(C)c(C)c1NC(=O)Nc1cccc(C(F)(F)F)c1 under Autophagy mod cell loss 18 h: 1.9
Entry for COc1ccc(OC)c(NC(=O)C2CCCN2C(=O)C2CCC(C)CC2)c1 (stereo unspecified) under WT yeast gro inh: 13.6
